RBBP9 inh: blocks human serine hydrolase RBBP9; inhibition, % at 7.94 µM; recombinant RBBP9, FP-Rh probe fluorescence polarization; O75884; 220,000 compounds, 0.2% hits;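 active = inhibition above the campaign mean of all tested compounds plus 3 SD, cut at about 14% in these data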;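 note: plate controls were DMSO wells with RBBP9 for no effect and wells lacking RBBP9 protein for full effect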
Target sequence (O75884 whole entry, looked up): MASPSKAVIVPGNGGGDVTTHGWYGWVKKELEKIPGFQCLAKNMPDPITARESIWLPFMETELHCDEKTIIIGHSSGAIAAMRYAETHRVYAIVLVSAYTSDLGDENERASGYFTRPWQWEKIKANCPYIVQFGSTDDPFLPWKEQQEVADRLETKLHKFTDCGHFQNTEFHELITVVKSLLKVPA
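Material: RBBP9 protein. Amount: RBBP9 at 2.5 µM in dispensed solution, before mixing. Schedule: 30 min then 45 min, 25 °C. Medium: Tris buffer pH 8.0, NaCl, Pluronic. Measured by: fluorescence polarization. Measure: percent inhibition from mP, scaled between DMSO and no-protein wells. Replication: one well per compound.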
TNF necrop inh: blocks TNF-alpha induced death of Jurkat FADD-/- cells | Jurkat FADD-/- TNF necroptosis rescue, ATP luminescence, 24 h; 0 = TNF only, 100 = no-TNF cells | activation (protection from cell death), % at 10 µM | 220,000 compounds, 0.068% hits | AID 463075;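 active = activation, meaning protection from cell death, of at least 50% relative to plate controls; inactive = activation below 50%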;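 note: necroptosis triggered by 40 ng/mL TNF-alpha added together with compound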
Runt-SMMHC FRET: Runt domain-CBFb-SMMHC interaction inhibition; inhibition, % at 20 µM; AID 1434; 220,000 compounds, 0.74% hits; Q01196+Q13951; Cerulean-Runt/Venus-CBFb-SMMHC FRET ratio 530/480, 1 h;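 active = mean inhibition across duplicate retests at 20 µM reaching about 50%, limit read from the data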;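 note: 0% = DMSO wells and 100% = wells with excess untagged CBFb-SMMHC; inhibitors lower the FRET ratio by blocking Runt binding to CBFb-SMMHC; some results filed as inactive read as strong as hits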
Runt-CBFb FRET: inhibitors of human RUNX1 Runt domain binding to CBFb; 220,000 compounds, 0.46% hits; inhibition, % at 20 µM; AID 1496; Cerulean-Runt/Venus-CBFb FRET ratio 530/480, 1 h;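 active = inhibition over about 50% at 20 µM in the single-dose screen, limit read from the data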;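 note: 0% = DMSO wells and 100% = excess unlabeled CBFb competitor control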
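Measured by: fluorescence energy transfer, 422 nm excitation, 530/480 nm emission; Assay system: Cerulean-Runt domain; Medium: Tris pH 7.5 buffer with BSA; Measure: loss of energy transfer signal; Controls: 5 µM unlabeled CBFb as full-inhibition high control; Incubation: protein complex preformed 1 h, compound exposure 1 h, room temperature, dark.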
Hck-Nef inh: human Hck-Nef kinase inhibition; Recombinant Hck-YEEI plus Nef, Z-Lyte FRET kinase assay; inhibition, % at 20 µM; 220,000 compounds, 0.68% hits; P08631;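 active = Hck-Nef kinase inhibition above about 50%, limit read from the data; inactive = inhibition below that limit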;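 note: 0% = DMSO with Hck plus Nef and 100% = Hck alone without Nef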
Target sequence (P08631 whole entry, looked up): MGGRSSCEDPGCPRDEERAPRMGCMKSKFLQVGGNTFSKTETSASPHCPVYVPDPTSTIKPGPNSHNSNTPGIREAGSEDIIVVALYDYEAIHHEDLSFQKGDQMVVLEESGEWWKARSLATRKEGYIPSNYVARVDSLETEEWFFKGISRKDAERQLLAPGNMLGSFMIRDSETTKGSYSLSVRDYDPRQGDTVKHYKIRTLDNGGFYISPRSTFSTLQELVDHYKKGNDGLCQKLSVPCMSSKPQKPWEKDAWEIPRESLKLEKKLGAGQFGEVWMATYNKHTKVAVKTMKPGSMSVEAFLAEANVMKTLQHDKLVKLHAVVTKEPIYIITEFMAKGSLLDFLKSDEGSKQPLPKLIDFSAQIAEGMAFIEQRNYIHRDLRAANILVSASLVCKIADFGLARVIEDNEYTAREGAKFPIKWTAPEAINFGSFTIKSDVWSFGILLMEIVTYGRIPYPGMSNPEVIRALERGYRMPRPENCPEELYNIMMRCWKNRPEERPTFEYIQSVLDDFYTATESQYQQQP
PERK inh: human PERK inhibition, primary cell-based screen | Q9NZJ5 | CHO PERK-DD fusion, SEAP luminescence translation reporter | inhibition, % at 5.6 µM | 220,000 compounds, 0.17% hits | AID 1416;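 active = inhibition above the mean inhibition of all tested compounds plus 3 SD, set separately per screening campaign, cut at about 2.9% in these data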;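 note: PERK kinase domain activated by AP20187 dimerizer at 100 nM; 0% = DMSO with dimerizer and 100% = rapamycin at 8.4 µM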
zVAD death inh: blocks zVAD induced death of L929 cells; L929 zVAD necroptosis rescue, ATP luminescence, 24 h; with zVAD 60 µM; viability rescue, % at 10 µM; 220,000 compounds, 0.38% hits; AID 1377;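 active = activation, scaled between plate controls, above about 75%, limit read from the data; inactive = activation under that limit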;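 note: 0% = zVAD with DMSO and 100% = DMSO alone without zVAD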
EP2 mod: EP2 receptor (human) modulation | P43116 | EP2-expressing cells, cAMP HTRF FRET, PGE2 co-stimulation | induction, % at 25 µM | 260,000 compounds, 0.83% hits | AID 940;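 active = compounds whose cAMP rise, as percent of the full-agonist control response, exceeds 60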;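 note: rat C6 glioma line stably carrying human EP2 under a CMV promoter; the protocol text gives 20 µM as final concentration; 100% = response of wells given 1 µM PGE2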
Target sequence (P43116 whole entry, looked up): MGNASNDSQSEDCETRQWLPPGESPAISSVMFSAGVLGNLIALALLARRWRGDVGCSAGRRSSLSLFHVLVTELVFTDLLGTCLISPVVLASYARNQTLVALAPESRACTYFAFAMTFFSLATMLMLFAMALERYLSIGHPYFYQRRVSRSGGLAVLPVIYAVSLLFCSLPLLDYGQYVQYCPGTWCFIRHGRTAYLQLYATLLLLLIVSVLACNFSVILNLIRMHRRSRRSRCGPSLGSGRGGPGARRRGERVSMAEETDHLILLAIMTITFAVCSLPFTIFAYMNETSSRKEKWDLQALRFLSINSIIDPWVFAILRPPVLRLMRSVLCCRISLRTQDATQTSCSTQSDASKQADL
PGE2 EP2 inh: inhibitors of human EP2 prostaglandin E2 receptor; 260,000 compounds, 0.52% hits; C6 glioma cells expressing human EP2, cAMP TR-FRET; cells stimulated with saturating PGE2; inhibition, % at 25 µM;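 active = percent inhibition above 40 after rounding to a whole number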;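 note: rat C6 glioma host cells with rolipram phosphodiesterase inhibitor present; the protocol text gives 20 µM as final concentration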
Numbers without * were called inactive; / = not tested or not shown; & = joins results of further samples. The list is partial; rates above refer to the full screens.

Second line of a record – TNF necrop inh	EP2 mod	Runt-SMMHC FRET	zVAD death inh	PERK inh	Runt-CBFb FRET	PGE2 EP2 inh	Hck-Nef inh	RBBP9 inh
> Cc1ccc(C2C(C(=O)c3cccs3)=C(O)C(=O)N2c2nnc(C)s2)cc1 (stereo not given)
 : -0.3	16	-48	0.0	-0.1	-5	36	13	-10
> CCOC(=O)c1cccc(NC(=O)CSc2nnc(-c3cccnc3)n2CC)c1
 : -0.5	19	-3	-0.2	-0.9	1	10	1	-4
> Cc1ccc2nc(NCc3ccccc3)c(C=NCc3cccnc3)c(=O)n2c1
 : -19	49	4	-0.1	-0.2	-1	6	4	-7
> Cc1ccccc1OCCNC(=O)CSc1ccc(C(F)(F)F)cc1[N+](=O)[O-]
 : 0.2	2	-3	0.8	0.3	-1	9	-5	-4
> COc1ccc(OC)c(NC(=S)NCc2ccccc2OC)c1
 : -11	-37	-3	-0.8	0.3	0	5	2	-3
> Cc1ccccc1-c1nc(CS(=O)(=O)CC(=O)Nc2cc(F)ccc2F)c(C)o1
 : 1.0	17	2	0.9	1.0	-1	7	2	-5
> Cc1ccc(NC(=O)C(=O)Nc2ccccn2)cc1
 : 0.2	4	4	-0.7	0.9	-3	9	0	-3
> CCC(C)Sc1nc2c(c(=O)[nH]c(=O)n2C)n1CCc1ccccc1 (stereo not given)
 : -3.3	38	0	0.0	-0.5	-4	17	-3	1
> CN(Cc1ccccc1)S(=O)(=O)c1ccc(NS(=O)(=O)Cc2ccccc2)cc1
 : -0.3	-7	0	0.1	0.2	0	11	2	-1
> COc1ccccc1NC(=O)Cn1cnc2c1c(=O)n(C)c(=O)n2C
 : -0.3	-12	2	0.9	-1.2	0	14	7	3
> CC(C)n1nnnc1SCC(=O)NCc1ccco1
 : -1.9	3&19	/	-0.7	1.5	/	10&8	-21	-4
> C#CCNC(=O)C1=C[C@H](c2csc3ccccc23)C[C@H](OCc2ccc(CO)cc2)O1
 : -1.4	-23	-1	-0.2	1.1	-3	9	-5	0
> OC(CNCCc1ccc(C(F)(F)F)cc1)COc1cccc2ccccc12 (stereo not given)
 : -2.7	-69	1	2.0	0.2	-4	8	4	-5
> COC(=O)c1cc(OC)c(OC)cc1NC(=S)N1CCC(C(N)=O)CC1
 : 1.5	20	-6	0.0	0.1	0	8	-2	-1
> COc1ccc(-c2ccc3c(N)c(C(=O)NC(C)C)sc3n2)cc1OC
 : -11	-99	-30	3.1	-2.1	6	13	-6	-12
> O=C(CSCCO)Nc1ccc(C23CC4CC(CC(C4)C2)C3)cc1
 : 5.1	49	-7	0.9	1.0	-1	6	8	-2
> CCOC(=O)C1=C(O)/C(=C\c2ccc(CNC(=O)C(=O)Nc3ccccc3)o2)N=C1C
 : -0.8	24	-8	0.3	0.3	4	9	10	-6
> O=C(O)c1cc2nccc(-c3ccco3)n2n1
 : 2.4	12	1	1.1	1.3	3	6	3	-5
> CNC(=S)NNC(=O)c1ccc(=O)n(Cc2ccc(Cl)cc2Cl)c1
 : -2.0	12	1	1.2	1.2	7	5	10	-3
> COc1cccc(-n2nc(-c3ccnn3-c3cccc(Cl)c3)c(=O)n(C)c2=O)c1
 : 1.3	14	-1	-0.1	0.8	-2	6	21	-6
> COc1ccc(Br)cc1/C=N/NC(=O)c1ccc(COc2ccc3c(c2)CCC3)o1
 : -1.4	-16	9	1.0	0.9	5	24	0	-14
> Cc1ccc(-c2nn(-c3ccccc3)cc2/C=N/NC(=O)c2ccc3c(c2)OCO3)cc1
 : -14	-4	0	1.3	-0.2	-1	7	0	-11
> COc1cc2c(cc1OC)CN(CC(=O)Nc1ccccc1SC)CC2
 : -0.9	-13	0	-0.8	-0.5	0	4	20	-5
> N#C/C(=C\c1ccc(-c2ccc(S(=O)(=O)N3CCOCC3)cc2)o1)C(=O)NC1CC1
 : -4.1	-5	26	0.9	0.1	2	13	-16	-10
> CCOC(=O)N1CCC(N2CCN(S(=O)(=O)c3ccc(Cl)cc3)CC2)CC1
 : 0.4	6	2	0.2	-1.4	1	-2	-2	-3
> CC(C)(C)NC(=O)Cn1cnc([N+](=O)[O-])n1
 : -0.3	6	3	0.0	2.5	2	14	0	2
> Nc1nc2ccccc2n1/N=C/c1ccc(Br)cc1
 : -1.1	13	0	-0.1	-0.9	0	6	4	-3
> CN1/C(=C\C=N\NC(=O)c2ccc(O)cc2)C(C)(C)c2ccccc21
 : -4.3	-47	32	1.9	0.5	9	11	12	-9
> CCOc1ccc(-c2nnn(CC(=O)NCc3ccco3)n2)cc1
 : -2.9	-32	-4	-0.2	0.3	2	8	0	-7
> S=c1[nH]nc(C2CCCCC2)o1
 : 0.4	5	-2	-0.1	0.1	2	4	7	0
> COc1cc(CNCCc2ccccc2)cc(Br)c1OCC(=O)Nc1ccccc1C
 : 5.3	-42	3	-1.1	-0.8	-1	32	-47	-8
> O=C1/C(=C/N(C(=O)c2ccco2)c2ccc(Cl)cc2)Sc2ccccc21
 : -3.8	3	75*	0.9	0.6	21	8	6	-9
> CCCN1CCC(N2CCCC(C(=O)O)C2)CC1 (stereo not given)
 : 1.0	1	-1	-1.4	0.9	0	7	19	0
> Cc1noc(C)c1S(=O)(=O)N1CCC2(CC1)OCCO2
 : 0.5	14	0	0.4	0.2	-2	14	-1	-5
> COc1ccc(N2C(=O)CC(NNC(=O)c3ccc(Br)s3)C2=O)cc1 (stereo not given)
 : -0.1	-4	1	1.3	0.4	-2	2	17	8
> CCOC(=O)c1cn(CC)c2ccc(Br)cc2c1=O
 : -1.8	1	7	-0.2	-0.3	0	7	1	-15
> CCOCCn1c(CN2CCC(Cc3ccccc3)CC2)nc2c1c(=O)n(C)c(=O)n2C
 : -1.0	/	-5	-0.4	-0.3	-6	3	0	-3
> CCOCCCNC(=O)Cn1ncc2c(=O)oc3ccccc3c21
 : 1.0	29	-2	0.9	0.0	-1	9	18	-2
> CCOP(=O)(OCC)C(NC(C)=O)C(=O)c1ccccc1 (stereo not given)
 : 0.0	12	2	3.9	1.4	-1	0	22	-5
> CN1C(=O)COc2ccc(C(=O)c3oc4ccccc4c3-c3cnc4c(c3)COc3ccccc3-4)cc21
 : -0.2	33	-11	1.2	0.3	-2	17	2	-6
> COc1ccc(C(=O)C2CCCN(C(=O)c3cccnc3OC)C2)cc1F (stereo not given)
 : 0.4	2	-6	1.4	0.2	2	15	17	-4
> NN1C(=O)c2cccc3c(C(=O)O)ccc(c23)C1=O
 : 0.7	12	3	0.5	0.3	1	10	1	-5
> CN1c2ccccc2N(C)C1(C)c1ccccc1
 : -3.1	27	9	1.5	0.4	5	3	11	-6
> Cc1ccc(S(=O)(=O)N2CCN(C(=O)c3nn(C(C)C)c(=O)c4ccccc34)CC2)cc1C
 : 0.4	10	-7	0.6	-0.6	0	17	1	1
> Cc1ccc(N2C(=O)C(c3c(C)[nH]n(-c4ccccc4)c3=O)(C(F)(F)F)C3=C2CC(C)(C)CC3=O)cc1 (stereo not given)
 : 0.3	-7	0	2.6	0.4	-1	0	0	4
> COc1cc(OC)c(C2C(C#N)=C(N)OC3=C2C(=O)CC(C)C3)cc1OC (stereo not given)
 : -1.6	23	-1	0.0	1.4	-2	4	1	2
> Cc1ccc(-c2noc(=O)n2CC(=O)Nc2ccc(S(=O)(=O)NC3CC3)cc2)cc1
 : -1.5	-43	0	-0.3	0.4	1	15	-2	2
> CC(C)(C)NC(=O)C1CCN(C(=O)c2ccc(-c3ccccc3)cc2)CC1
 : -1.0	4	-7	0.9	-1.4	1	18	1	-5
> O=C(Nc1ccccc1NS(=O)(=O)c1ccc(F)cc1)C1CCCC1
 : 0.7	19	1	1.0	0.1	0	2	2	1
> COc1ccccc1N1CCN(C(=O)c2ccc3[nH]c4c(c3c2)CCCC4)CC1
 : 4.6	-18	1	9.8	-0.6	-1	8	2	-7
> N#Cc1ccccc1/C=C/C(=O)N1CCOCC1
 : 0.0	5&11	0	7.7	0.3	-3	4&12	23	-4
> N#Cc1ccccc1NC(=O)Nc1cccs1
 : -2.7	-2	-1	0.1	-0.4	-1	13	2	6
> CCOc1ccccc1NC(=O)CNC(=O)Cc1ccccc1
 : 0.0	-5	2	2.3	2.2	2	5	-5	1
> CC1CCN(C(=O)Nc2ccc3nsnc3c2)CC1
 : 1.2	-13	-1	0.0	-0.2	0	10	3	0
> O=C(NCc1ccc2c(c1)OCO2)C1CCN(C(=O)Nc2ccc(Cl)cc2)CC1
 : -2.4	1&39	4	-0.3	0.1	0	11&12	1	2
> O=C(C1CC1)N1CCc2[nH]c3ccccc3c2C1
 : -1.7	6	-26	-0.3	1.3	-7	9	3	9
> O=C(Nc1ccc(C(=O)O)cc1)/C(=C\C=C\c1ccccc1)NC(=O)c1ccc(Br)cc1
 : 1.4	-1	-11	0.3	1.7	-2	6	34	-7
> Cc1ccc(NC(=O)CN2C(=O)S/C(=C\c3ccc(-c4cccc(C(=O)O)c4C)o3)C2=O)cc1
 : 1.9	-16	-10	0.5	0.9	25	6	3	6
> COC(Cn1c(-c2cccc(S(=O)(=O)N(C)C)c2)n[nH]c1=S)OC
 : 0.3	32	2	1.9	0.0	6	9	5	3
> O=C(Nc1ccc(Cl)c(Cl)c1)c1ccc(Cn2cc(Cl)cn2)cc1
 : 0.7	-7	-1	1.9	0.0	0	13	1	-27

New compounds follow:
Second line of a record – TNF necrop inh	EP2 mod	Runt-SMMHC FRET	zVAD death inh	PERK inh	Runt-CBFb FRET	PGE2 EP2 inh	Hck-Nef inh	RBBP9 inh
> Cc1[nH]n2c(=O)c3c(nc2c1-c1ccccc1)CCC3
 : -0.9	3	-4	0.0	0.0	1	6	-1	-4
> COc1ccc(Cc2noc(-c3ccc([N+](=O)[O-])cc3)n2)cc1OC
 : 2.5	-88	-4	1.0	1.0	0	8	1	-6
> O=C(c1ccccc1)N1CCCC(c2ccc(Cl)cc2)=N1
 : -8.4	43	-1	0.0	0.5	-6	13	3	-3
> Cc1ccc(NC(=O)Cn2ccc([N+](=O)[O-])n2)cc1Cl
 : 3.8	-42	4	-0.1	0.2	-1	7	22	-4
> COc1ccc(C)cc1S(=O)(=O)N1CCN(S(=O)(=O)c2cc(C)ccc2OC)C(C)C1 (stereo not given)
 : 0.2	2	-2	-0.8	-0.4	-3	11	-1	-1
> CCC(C)(C)n1nnnc1C(c1ccccn1)N1CCOCC1 (stereo not given)
 : -2.2	2	3	0.6	1.7	0	5	2	-3
> CCOc1cc(NC(=O)c2ccccn2)c(OCC)cc1NC(=O)c1ccc(C)cc1
 : 1.9	-22	/	0.8	0.2	/	7	14	-2
> CNC(=O)/C(=C/c1ccc2c(c1)OCO2)NC(=O)c1ccc(Br)cc1
 : 24	-12	6	1.2	-0.4	1	5	1	-3
> CCCOC(=O)c1ccc(NC(=O)c2ccccc2OC)cc1
 : 2.6	-24	0	4.5	0.0	-4	1	16	1
> CC1CCN(S(=O)(=O)c2ccc3ncn(CC(=O)N(C)Cc4ccccc4)c(=O)c3c2)CC1
 : -1.8	14	-2	0.3	0.1	/	13	4	-3
